Screening data as filed in PubChem.
BoNT-A LC inh2 = blocks Botulinum neurotoxin A light chain protease | multiplex microsphere protease substrate cleavage, flow cytometry | AID 588499 | inhibition, % at 10 µM | hit rate 0.17% among 360,000; note: plate controls were buffer without enzyme for full effect and enzyme alone for no effect
SSB-PriA inh = blocks PriA binding to SSB C-terminal tail; inhibition, % at 33 µM; hit rate 0.6% among 430,000; AlphaScreen SSBct-PriA binding, biotinylated peptide; in the data active = inhibition mostly above about 37%, no sharp cut-off; inactive = mostly below about 20%;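 note: plate controls were negative control peptide for no effect and reference peptide for full effect; strong numbers were not always called active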
TcdB inh = blocks C. difficile toxin B glycohydrolase activity | P18177 | TcdB glycohydrolase enzymatic assay, plate reader | inhibition, % at 9.99 µM | hit rate 0.24% among 350,000 | AID 652162; in the data active = inhibition above about 10%
PfHsp40 yeast = compounds rescuing yeast from Plasmodium falciparum HSP40 toxicity; S. cerevisiae expressing PfHsp40, growth rescue, ATP luminescence; growth rescue, % at 12.5 µM; hit rate 0.68% among 340,000; AID 504582; in the data active = growth rescue above about 28%, passing the limit was not always enough; inconclusive = no clear call, values can overlap the other calls;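 note: yeast W303a lacking pdr1 and pdr3 grown in galactose medium; growth measured after three days at 30 °C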
Y pestis TopoI = inhibitors of Yersinia pestis topoisomerase I; Y. pestis Topo-I cleavage product accumulation, plate reader; activity, % at 10 µM; hit rate 0.064% among 360,000; AID 504884; in the data active = activity above about 50%, passing the limit was not always enough; inconclusive = no clear call, values can overlap the other calls; note: inactives centre near 2
Vc quorum ag = inducers of Vibrio cholerae quorum light production without autoinducers; V. cholerae BH1578 lux reporter, luminescence, 6 h; activation, % at 18.7 µM; hit rate 0.16% among 350,000; AID 588436; in the data active = activation mostly above about 9.7%, no sharp cut-off; inconclusive = no clear call, values can overlap the other calls; inactive = mostly below about 3.7%; note: not every result past the cut was called active; inactives centre near 0; reference of the scale not given here
VHR inh abs = inhibitors of human VHR1 phosphatase (DUSP3); P51452; recombinant VHR phosphatase, pNPP absorbance; inhibition, % at 13.3 µM; hit rate 0.52% among 290,000; in the data active = inhibition above about 50%; note: some compounds called inactive have numbers as strong as hits
Target sequence (P51452 whole entry, looked up): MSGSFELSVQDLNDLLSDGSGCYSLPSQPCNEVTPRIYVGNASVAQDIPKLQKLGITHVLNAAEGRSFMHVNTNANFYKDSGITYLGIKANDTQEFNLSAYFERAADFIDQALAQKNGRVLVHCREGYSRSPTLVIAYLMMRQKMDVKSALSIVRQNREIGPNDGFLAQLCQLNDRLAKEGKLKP
Anthrax LF prot = anthrax lethal factor protease inhibition; P15917; multiplex microsphere protease cleavage assay, LF; inhibition, % at 10 µM; hit rate 0.12% among 360,000; AID 588501; note: plate controls were buffer without enzyme for full effect and enzyme alone for no effect
Target sequence (P15917 whole entry, looked up): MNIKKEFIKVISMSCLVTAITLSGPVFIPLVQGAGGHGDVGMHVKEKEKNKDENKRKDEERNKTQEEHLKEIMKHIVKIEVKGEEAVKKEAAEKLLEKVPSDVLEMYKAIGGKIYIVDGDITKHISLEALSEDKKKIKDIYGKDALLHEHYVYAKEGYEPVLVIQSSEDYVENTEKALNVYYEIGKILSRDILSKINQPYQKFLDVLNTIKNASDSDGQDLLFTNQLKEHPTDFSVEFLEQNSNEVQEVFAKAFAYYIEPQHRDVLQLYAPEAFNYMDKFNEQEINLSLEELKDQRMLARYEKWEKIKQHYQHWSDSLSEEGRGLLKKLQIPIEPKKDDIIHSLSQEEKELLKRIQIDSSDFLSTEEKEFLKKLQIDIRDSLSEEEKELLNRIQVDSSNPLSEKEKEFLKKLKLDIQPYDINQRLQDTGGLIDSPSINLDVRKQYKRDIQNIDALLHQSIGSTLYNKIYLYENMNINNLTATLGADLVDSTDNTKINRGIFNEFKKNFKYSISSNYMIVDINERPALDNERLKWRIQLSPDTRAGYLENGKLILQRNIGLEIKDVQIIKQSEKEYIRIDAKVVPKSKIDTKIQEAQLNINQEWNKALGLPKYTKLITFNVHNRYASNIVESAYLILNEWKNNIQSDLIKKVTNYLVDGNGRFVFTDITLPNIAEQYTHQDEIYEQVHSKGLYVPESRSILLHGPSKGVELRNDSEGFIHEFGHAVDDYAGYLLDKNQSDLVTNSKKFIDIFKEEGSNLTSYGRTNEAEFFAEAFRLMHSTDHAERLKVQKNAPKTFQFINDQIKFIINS
SARS 3CLpro inh = SARS-CoV 3CLpro protease inhibition. AID 1706. inhibition, % at 6 µM. P0C6X7. recombinant SARS-CoV 3CLpro, quenched FRET peptide cleavage. hit rate 0.14% among 290,000; in the data active = inhibition above about 12%
CCHFV vOTU inh = blocks the CCHF virus ovarian tumor domain protease. CCHFV vOTU protease, Pep-AMC fluorescence. AID 651958. hit rate 0.55% among 370,000. inhibition, % at 11.5 µM; in the data active = inhibition above about 30%; note: 0% = vehicle wells with enzyme and 100% = no enzyme wells
An asterisk follows results filed as active; i = inactive; ? = inconclusive; . = no result given; & = joins results of further samples. Cut-off read from the data, not from the text of the source, unless noted: active = inhibition above about 30%; inconclusive = no clear call, values can overlap the other calls; inactive = below that. This is a subset; count on the stated rates, not on these rows.

SMILES	BoNT-A LC inh2	SSB-PriA inh	TcdB inh	PfHsp40 yeast	Y pestis TopoI	Vc quorum ag	VHR inh abs	Anthrax LF prot	SARS 3CLpro inh	CCHFV vOTU inh
CCNC(=O)c1ccc(NC(=O)CC2SC(N3CCCC3)=NC2=O)cc1 (configuration not stated)	-1.9	-15	1.5	0.4	26	-0.3	.	-2	.	0
Cc1ccc(S(=O)(=O)NCC(=O)OC2CCOC2=O)cc1 (configuration not stated)	-0.2	1	.	-0.7	-6	-1.3	4	-3	-1	-4
CC(C)(C)/C(O)=C(/C#N)c1nc2ccccc2[nH]1	?	.	.	-0.3	-11	-1.7	30	-1	-1	1
Cc1ccc(S(=O)(=O)N2CCN(C(=O)CC(C)C)CC2)cc1	-0.1	-6	-0.1	0.0	-10	i	-5	-4	-5	2
COc1cc(C(=S)N2CCOCC2)ccc1OS(=O)(=O)c1ccc(C)cc1	1.5	1	1.6	0.3	1	-0.7	1	-4	-3	11
Cc1cc(C)n2cc(CSc3nc4cc(Cl)ccc4o3)nc2n1	1.1	-21	.	1.7	28	.	33	-6	-1	-3
NC(=O)Nc1cccc2ccccc12	0.1	-4	.	-0.9	3	i	-5	1	3	-1
O=S(=O)(/N=C(/Nc1cccnc1)c1ccccc1)c1ccc(F)cc1F	6.1	.	0.7	-0.2	2	-1.6	.	3	.	-4
C[C@@H]1O[C@H](C2CCCCC2)Cc2[nH][nH]c(=O)c21	-0.5	.	-0.7	.	.	.	.	-4	.	16
CCOc1ccc(-c2nc(-c3ccccc3)no2)cc1OCC	-0.2	-5	0.9	0.5	-1	0.0	36	1	0	-4
COc1ccccc1CNC(=O)COC(=O)c1ccccc1-c1ccccc1	2.1	-5	2.0	0.7	40	-5.0	.	1	.	3
CCN(CC(=O)Nc1cc(Cl)ccc1C)C(=O)CC1CCCC1	3.6	-19	-0.8	-1.2	7	-0.7	.	0	.	22
COc1ccc(CNC(=O)COC(=O)/C=C/c2cccc(Cl)c2)cc1	-0.5	-6	0.2	-0.5	23	i	.	-8	.	12
COc1ccc2c(C)cc(=O)oc2c1	0.5	-14	-0.1	-0.1	26	-0.5	.	-2	.	1
Cn1c(SCC(=O)N2CCCCC2)nc2c([nH]c3ccccc32)c1=O	-0.5	-8	-1.4	-0.4	3	.	12	0	1	3
Cc1cccc(N/N=C/c2ccncc2)c1	0.3	.	-1.2	0.9	-1	i	11	6	1	-5
CC(C)(C)N1C(=O)c2ccc(C(=O)Nc3cc(C(=O)O)cc(C(=O)O)c3)cc2C1=O	-0.6	-5	0.7	-1.5	-3	-0.3	4	19	2	-2
CC(C)NC(=O)[C@H]1N2C(=O)c3ccccc3C2SC1(C)C (some centres not stated)	3.9	4	-0.6	-0.1	-7	-0.9	18	4	-2	2
Cc1cnc(CNC(=O)c2csc([C@H]3C[C@H](O)[C@@H](CO)O3)n2)cn1	-0.1	.	0.5	.	-7	-0.2	.	10	.	-3
CC(Cc1ccccc1)C(=O)Nc1ccc(Br)cc1 (configuration not stated)	-0.5	-20	1.7	2.3	-5	1.0	40	11	-3	14
O=C1c2ccc(-c3nc4ccccc4o3)cc2C(=O)N1Cc1ccccc1	-0.1	-1	.	2.1	20	-0.4	.	-5	-4	-5
COC(=O)c1oc2ccc(Br)cc2c1-n1cccc1	0.1	0	.	-1.8	7	-0.7	8	-13	-1	16
Cc1ccc(OCc2ccc(C(=O)Nc3ccc(S(N)(=O)=O)cc3)o2)cc1	0.2	4	0.7	-0.7	16	-0.5	10	2	-2	-2
C#CCn1c2ccccc2c(=O)n1C(C)C	-0.8	.	0.3	.	.	.	.	-8	.	-14
CC1CCN(c2ccc(C(=O)NCc3cccs3)cn2)CC1	-1.0	9	.	0.5	4	i	8	1	2	-8
CC(C)c1cccc(C(C)C)c1NC(=O)COC(=O)[C@H](C)NC(N)=O	0.3	2	1.3	-0.5	-10	i	6	-1	3	6
O=C(Nc1ccnn1C1CCN(Cc2ccc(Cl)cc2)CC1)C1CCCC1	1.0	-12	2.1	0.7	22	-3.6	2	0	2	12
Cc1ccc(P(=Nc2ccccc2)(N2CCOCC2)N2CCOCC2)o1	-0.1	-10	0.4	-0.2	2	i	8	-2	3	7
Cc1cccc(NC(=O)NNS(=O)(=O)c2ccc(F)cc2)c1	0.6	-1	-0.6	-0.8	-4	-0.3	-12	1	6	7
CC1COC(=O)C(NNc2ccc(Cl)c(Cl)c2)=N1 (configuration not stated)	-1.6	-8	0.4	0.9	-7	i	2	0	4	7
O=C(CN(C(=O)CCC(=O)Nc1nccs1)c1ccccc1F)NCC1CCCO1 (configuration not stated)	0.7	-10	.	1.2	3	3.6	12	2	0	5
O=C(Nc1cc(Cl)ccc1Cl)C1CCCO1 (configuration not stated)	4.6	-10	-5.4	-0.3	-5	i	14	0	-1	0
CCN1C[C@@H]2[C@@H]3C(=O)N(Cc4ccccc4)C(=O)[C@@H]3[C@](Cc3ccccc3)(C1=O)N2C(=O)c1ccc(C)cc1	0.8	-7	0.4	0.7	4	-0.6	.	4	.	8
Fc1ccc(N/N=C2/CC(c3ccccc3)Oc3ccccc32)c(F)c1 (configuration not stated)	-0.4	.	.	1.3	-5	i	11	-2	-4	1
CCOCCc1nnc(NC(=O)C(C)Oc2ccccc2)s1 (configuration not stated)	-0.2	-12	1.5	-0.5	2	-2.9	32	0	2	2
O=C(COC(=O)c1ccc(C(F)(F)F)cc1)NC(=O)NC1CCCC1	0.3	-13	1.4	-0.5	8	i	.	-4	.	-1
Cc1ccc(-n2c(=O)[nH]cc(C(=O)Nc3ccc4c(c3)OCCO4)c2=O)cc1C	0.1	7	.	0.3	-1	i	10	1	-2	8
O=C(c1cccnc1)N1CCN(Cc2ccc3ccccc3c2)CC1	-4.9	3	0.2	2.0	10	-0.4	14	13	-4	-18
CCOc1cc(CNCCN(C)C)c(Cl)cc1OCC(=O)NCCc1ccccc1	-0.1	-15	.	-1.2	-10	i	28	3	0	12
Nc1ccccc1SCC(=O)Nc1ccc2c(c1)OCO2	5.5	-5	-7.8	-0.1	6	i	24	8	-3	1
O=C(CN1CCN(Cc2ccc(Cl)cc2)C1=O)NCCCN1CCN(c2ccc(F)cc2)CC1	-0.1	16	.	-0.5	22	0.8	16	-2	-6	-6
COCCN(CC(=O)Nc1cccc(S(=O)(=O)N2CCCC2)c1)Cc1nc2ccccc2c(=O)[nH]1	-0.6	-3	-1.5	-0.1	6	-0.3	.	2	.	0
Cc1nnc(NCc2ccco2)s1	-0.1	-7	.	-1.7	2	1.2	32	-1	-11	16
COc1cc(-c2nc3ccccc3nc2-c2ccc(O)c(OC)c2)ccc1O	1.7	-2	9.6	-0.1	7	3.8	-8	24	2	23
Cc1ccc(C(=O)CSc2ncnc3sc4c(c23)CCC(C)C4)cc1 (configuration not stated)	-1.0	-9	.	-0.9	1	i	4	-5	-4	-3
COc1ccc(Cc2nc3ccccc3[nH]c2=O)cc1	-0.5	-6	-1.2	-0.7	-5	-0.4	17	1	3	5
CC(=O)Cc1nsc(NC(=O)c2ccc(COc3ccccc3C)o2)n1	0.5	-2&-11	-2.7	1.3	0	-7.8	25	-4	4	0
COC(=O)C1=C(C)NC(C)=C(C(=O)OC)C1c1ccc(OC(=O)c2oc3ccccc3c2C)c(OC)c1	-0.3	-6	.	0.3	9	-0.2	9	-2	-6	1
COc1ccc(NC(=O)CCN2C(=O)C3C4CCC(C4)C3C2=O)cc1 (configuration not stated)	0.3	5	.	-1.3	5	-0.2	5	-2	-1	-17
O=C(COC(=O)/C=C/c1ccc(Cl)cc1Cl)NCc1ccco1	-1.0	-6	2.3	-1.8	13	-0.9	31	-8	2	5
CCN1CCN(C(=O)CS(=O)(=O)Cc2nc(-c3ccccc3C)oc2C)CC1	2.9	-11	0.5	-0.4	1	i	48	-1	-1	4
Cc1cccc(-n2nnc(C(=O)NCc3ccccc3Cl)c2N)c1	-0.1	3	11*	-0.8	4	1.3	4	0	6	14
Cc1ccccc1NCCC(=O)Nc1ccc(Cl)cc1	-1.4	2	3.3	3.6	-12	-4.0	2	4	0	4
COC(=O)C1CCN(S(=O)(=O)Cc2ccccc2)CC1	5.4	-2	5.6	-1.8	1	-2.8	-1	4	1	-7
COc1ccc(NC(=S)N2CCC(C(=O)N3CCCCCC3)CC2)cc1	?	3	.	-0.7	0	i	-4	0	7	-15
Cc1cccc(S(=O)(=O)Nc2ccc(-n3c(C)nc4ccccc4c3=O)cc2)c1	0.8	3	-1.0	0.9	11	i	.	7	.	-10
Cc1ccc2[nH]c(=O)c(CN(Cc3cccs3)C(=S)NCc3ccco3)cc2c1	0.0	-2	-0.3	0.3	-11	0.9	0	-1	-2	-8
N#Cc1sc2nc(-c3cccs3)cc(-c3ccc(Cl)cc3)c2c1N	?	-15	1.2	0.0	1	-0.2	26	12	-2	-16
CCOC(=O)Cn1c(=O)oc2cc(S(=O)(=O)Nc3ccc(F)cc3)ccc21	-0.8	-20	-0.3	0.7	5	-0.2	-4	-4	-3	-9
COc1ccc(OC)c2[nH]c(=O)c(CCNC(=O)c3ccc(S(=O)(=O)N4CCCC4)cc3)cc12	0.4	4	.	0.8	18	i	12	-4	-1	9

(cont.)
SMILES	BoNT-A LC inh2	SSB-PriA inh	TcdB inh	PfHsp40 yeast	Y pestis TopoI	Vc quorum ag	VHR inh abs	Anthrax LF prot	SARS 3CLpro inh	CCHFV vOTU inh
Cc1cccnc1NC(=O)c1ccc(COc2ccccc2)o1	-0.8	-12	-0.1	-1.3	6	i	9	2	-7	1
Cc1ccccc1NC(=O)Cc1nnc(SCC(=O)N2CCN(c3ccccc3)CC2)n1C	-0.1	-16	.	-0.1	9	-0.4	5	1	-6	-10
CCc1ccccc1C1C(=O)c2ccccc2C1=O	.	-7	0.9	0.9	-1	i	.	.	.	3
O=C(CN1C(=O)C2C3C=CC(C3)C2C1=O)Nc1cccc(S(=O)(=O)N2CCCC2)c1 (configuration not stated)	-0.2	-9	.	-1.5	-1	-0.2	-2	1	2	1
O=S(=O)(Nc1cc(Cl)cc(Cl)c1)N1CCOCC1	-3.1	5	0.9	16	0	i	47	-6	0	-10
Cc1ccc2cccc(Oc3ncnc4scc(-c5ccc(Cl)cc5)c34)c2n1	-0.1	0	0.4	1.5	17	-0.2	6	-1	-2	0
Cc1ccc(/C=N/NC(=O)CN2CCN(Cc3ccccc3)CC2)o1	?	i	1.1	-0.4	-2	0.5	2	5	3	-4
Cc1ccc(OCc2nnc(SCc3cc(=O)[nH]c4ccccc34)n2-c2ccccc2)cc1	-0.6	8	1.7	-0.3	16	i	3	-1	3	-3
COc1ccc(C(=O)c2c3ccccc3[n+]([O-])n2CCC(N)=O)cc1	0.0	2	0.3	-1.7	15	-0.4	.	1	.	-5
Cc1cc(NC(=O)c2sc3ccccc3c2O)no1	2.2	-2	8.1	22	12	1.3	1	-2	2	-105
COC(=O)c1ccc(CNC(=O)C(Cc2ccccc2)NC(=O)c2ccccc2)cc1 (configuration not stated)	-0.9	.	0.5	.	-2	-0.5	.	-1	.	-6
Cc1cc2c(n1-c1ccc(Cl)cc1)CC(C)(C)CC2=O	-0.9	9	.	0.4	22	0.7	24	-7	5	11
COC(=O)Cn1c(O)c(N=NC(=O)c2ccc3c(c2)OCO3)c2ccccc21	-0.2	-6	-0.1	-0.6	9	0.4	30	-3	-1	-1

Some entries already given, showing only Anthrax LF prot and PfHsp40 yeast:
Compound,Anthrax LF prot,PfHsp40 yeast
Cc1ccc2cccc(Oc3ncnc4scc(-c5ccc(Cl)cc5)c34)c2n1,-1,1.5
Cc1ccc(/C=N/NC(=O)CN2CCN(Cc3ccccc3)CC2)o1,5,-0.4
